# Compound activity as filed in PubChem BioAssay.
# RPL19A-GFP yeast: modulators of TOR pathway RPL19A-GFP in S. cerevisiae; S. cerevisiae RPL19A-GFP strain, flow cytometry, 3 h; active compounds read low; percent response vs DMSO, % at 10 µM; hit rate 0.3% among 330,000; AID 2025;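 active means percent response vs DMSO below 50%; inconclusive means fewer than 70 events counted for the yeast strain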;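 further: median channel GFP fluorescence of the barcoded RPL19A-GFP strain; ratio of sample median GFP to plate DMSO average so 100% = DMSO; lower means less RPL19A-GFP as with rapamycin TOR inhibition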
# JMJD2C inh: human JMJD2C demethylase inhibition. Q9H3R0. GST-JMJD2C(1-420) H3K9me3 demethylation, DELFIA europium. inhibition, % at 2.35 µM. hit rate 0.069% among 330,000;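 active means more than half of a compound's replicate wells show inhibition beyond 50%, single wells judged on their own value; inconclusive means some, but no more than half, of replicates pass 50% inhibition; inactive means no replicate passes 50% inhibition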;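 further: signal counts dimethyl H3K9 product captured on neutravidin plate; 0% = median of DMSO wells and 100% = 0.3 times that DMSO median; strong numbers were not always called active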
# Target sequence (Q9H3R0 1-420 limits assumed): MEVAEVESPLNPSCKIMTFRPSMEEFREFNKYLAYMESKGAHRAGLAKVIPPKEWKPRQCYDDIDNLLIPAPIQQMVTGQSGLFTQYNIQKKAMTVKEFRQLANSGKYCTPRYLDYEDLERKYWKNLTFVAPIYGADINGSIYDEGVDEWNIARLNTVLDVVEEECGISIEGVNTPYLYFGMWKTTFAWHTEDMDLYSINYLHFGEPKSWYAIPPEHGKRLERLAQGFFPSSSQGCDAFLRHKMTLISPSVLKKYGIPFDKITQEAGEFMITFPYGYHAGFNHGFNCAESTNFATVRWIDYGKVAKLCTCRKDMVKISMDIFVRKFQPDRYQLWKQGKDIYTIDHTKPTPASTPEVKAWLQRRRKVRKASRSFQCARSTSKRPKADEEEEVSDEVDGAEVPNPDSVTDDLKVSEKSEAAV
# LAP4 TOR yeast: yeast TOR pathway LAP4-GFP modulation; AID 2023; GFP response vs DMSO, % at 10 µM; S. cerevisiae LAP4-GFP multiplex, flow cytometry GFP, 3 h; median GFP as percent of DMSO wells; hit rate 0.34% among 320,000;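 active means GFP response vs DMSO above a set limit, about the screen mean plus 3 SD, cut at about 150% in these data; inconclusive means under 70 cell events counted for the yeast strain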
# GRK2 aptamer HTS: human GRK2 inhibition via aptamer displacement; inhibition of aptamer binding, % at 10 µM; AID 488847; bead flow cytometry, FAM-aptamer displacement from GRK2; P25098; hit rate 0.59% among 330,000;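 active means inhibition of aptamer binding above 40%, roughly 3 SD of noise, on plates passing a quality check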;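 further: median bead fluorescence of bound FAM aptamer so fluorescent compounds give negative values; no value below 0 was filed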
# Target sequence (P25098 whole entry, looked up): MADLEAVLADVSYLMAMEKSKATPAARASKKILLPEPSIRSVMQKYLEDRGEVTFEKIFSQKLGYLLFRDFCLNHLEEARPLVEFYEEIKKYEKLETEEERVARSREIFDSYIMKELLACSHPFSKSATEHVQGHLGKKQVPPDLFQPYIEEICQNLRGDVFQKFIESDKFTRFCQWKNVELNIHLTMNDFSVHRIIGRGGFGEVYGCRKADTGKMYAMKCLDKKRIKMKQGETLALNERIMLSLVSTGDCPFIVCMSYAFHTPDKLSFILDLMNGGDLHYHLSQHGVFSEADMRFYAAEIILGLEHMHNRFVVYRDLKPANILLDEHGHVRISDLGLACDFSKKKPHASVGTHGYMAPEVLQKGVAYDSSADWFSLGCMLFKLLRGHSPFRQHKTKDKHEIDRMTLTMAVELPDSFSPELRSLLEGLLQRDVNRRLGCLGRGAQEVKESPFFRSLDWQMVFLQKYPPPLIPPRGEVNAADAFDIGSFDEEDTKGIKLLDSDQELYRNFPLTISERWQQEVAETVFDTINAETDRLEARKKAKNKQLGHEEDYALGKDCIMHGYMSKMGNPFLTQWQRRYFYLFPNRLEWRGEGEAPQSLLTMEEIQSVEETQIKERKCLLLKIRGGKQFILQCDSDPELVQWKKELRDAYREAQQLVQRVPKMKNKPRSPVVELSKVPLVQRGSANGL
# CIT2 TOR yeast: alters CIT2-GFP fluorescence in TOR pathway yeast screen. S. cerevisiae CIT2-GFP strain, flow cytometry, 3 h; 100 means same as DMSO wells. hit rate 0.065% among 320,000. GFP response vs DMSO, % at 10 µM. AID 2029;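 active means GFP response relative to DMSO above a set limit, near the screen mean plus 3 SD, cut at about 150% in these data; inconclusive means Fewer than 70 cells measured for a yeast strain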;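 further: ratio of well median GFP fluorescence to mean of DMSO wells on the plate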
# MEP2 TOR yeast: alters MEP2-GFP fluorescence in TOR pathway yeast screen | S. cerevisiae MEP2-GFP strain, flow cytometry GFP, 3 h; 100% = DMSO control level | GFP response vs DMSO, % at 10 µM | hit rate 0.51% among 330,000;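 active means GFP response versus DMSO above a set limit, roughly screen mean plus 3 SD, cut at about 180% in these data; inconclusive means fewer than 70 cells counted for a yeast strain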;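 further: median GFP fluorescence of the barcode-gated MEP2-GFP cells per well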
# VLA-4 inh: inhibition in a human VLA-4 binding assay; P13612; VLA-4 expressing cells, ligand binding flow cytometry; inhibition, % (about 7 µM as worked out from the volumes in the protocol); hit rate 0.2% among 330,000; in the data active means inhibition above about 50%
# AGP1-GFP MLPCN: modulators of TOR pathway AGP1-GFP in S. cerevisiae; S. cerevisiae AGP1-GFP multiplex flow cytometry, 3 h; GFP as percent of DMSO wells; GFP response vs DMSO, % at 10 µM; hit rate 0.02% among 320,000; AID 2066;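 active means GFP response relative to DMSO above a set limit, near screen average plus 3 SD, cut at about 150% in these data; inconclusive means fewer than 70 cells counted for the yeast strain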;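 further: median GFP channel fluorescence of the gated AGP1 strain per well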
# * hit, by the source's call; ? = inconclusive; / = no result given; [ ] = remark or other dose.
SMILES,RPL19A-GFP yeast,JMJD2C inh,LAP4 TOR yeast,GRK2 aptamer HTS,CIT2 TOR yeast,MEP2 TOR yeast,VLA-4 inh,AGP1-GFP MLPCN
CCOC(=O)Cc1csc(NC(=O)CSc2nnc(C3CC3)n2C)n1,96,-7,97,1,99,107,4,113
CC1=CC(=O)CC2C1(C)CCC(C)C2(C)CCC(C)CC(=O)O (stereo unspecified),93,0,102,2,78,87,4,91
CCCOC(=O)c1ccc(NC(=O)c2ccccc2[N+](=O)[O-])cc1,95,9,94,3,102,112,9,90
COc1ccccc1N(C)S(=O)(=O)c1ccc(C(=O)N2CCCC(C(F)(F)F)C2)cc1 (stereo unspecified),95,3,101,0,106,97,13,105
O=C1c2ccccc2C(=O)N1c1nc2nccc(-c3ccccc3)n2n1,101,-1,103,0,100,109,44,102
CCc1cccc(NC(=O)CCc2c(C)nn(-c3ccc(N4CCOCC4)nn3)c2C)c1,98,15,90,0,98,98,1,94
CC1C/C(=N/NC(=O)c2cccs2)CC(C)(C)C1 (stereo unspecified),104,1,84,0,126,102,6,103
Fc1ccc(-c2nc3c(Cl)cc(C(F)(F)F)cn3c2Cl)cc1,100,0,99,0,108,103,4,102
CC(C)(C)c1ccc(OCCSc2nc3ccccc3n2CC(=O)O)cc1,100,0,91,9,100,115,-7,88
CS(=O)(=O)c1ccc(C(=O)OCC(=O)c2ccc(Cl)s2)cc1,99,-2,106,0,96,95,-2,104
CCCCN(C(=O)C(C)N1C(=O)c2ccccc2C1=O)c1c(N)n(CCCC)c(=O)[nH]c1=O (stereo unspecified),103,-6,106,6,97,105,-6,99
NS(=O)(=O)c1ccc(N2C(=O)C3CC=CCC3C2=O)cc1 (stereo unspecified),97,0,118,2,98,95,0,91
COc1cccc(NC(=O)COC(=O)CCOc2ccccc2OC)c1,98,4,114,1,91,96,4,101
COC(=O)c1cccc(C(=O)N2CCCC(CCC(=O)N(C)CCc3ccccn3)C2)c1 (stereo unspecified),102,1,80,0,/,102,-8,94
COc1ccc(NC(=O)CN(C)C2=NS(=O)(=O)c3ccccc32)cc1Cl,97,/,97,0,110,105,12,97

# Retrieved by compound from the entries so far (two):
SMILES,RPL19A-GFP yeast,JMJD2C inh,LAP4 TOR yeast,GRK2 aptamer HTS,CIT2 TOR yeast,MEP2 TOR yeast,VLA-4 inh,AGP1-GFP MLPCN
CC1C/C(=N/NC(=O)c2cccs2)CC(C)(C)C1 (stereo unspecified),104,1,84,0,126,102,6,103
CCc1cccc(NC(=O)CCc2c(C)nn(-c3ccc(N4CCOCC4)nn3)c2C)c1,98,15,90,0,98,98,1,94

# Additional results:
SMILES,RPL19A-GFP yeast,JMJD2C inh,LAP4 TOR yeast,GRK2 aptamer HTS,CIT2 TOR yeast,MEP2 TOR yeast,VLA-4 inh,AGP1-GFP MLPCN
COc1ccc(NC(=O)c2nc[nH]c2C(=O)NCCCCCNC(=O)OC(C)(C)C)cc1,98,0,123,2,96,89,27,83
CN(C)S(=O)(=O)c1cccc(NC(=O)c2n[nH]c(=O)c3ccccc23)c1,104,-9,104,0,106,106,16,104
O=C1Nc2cc(C(=O)N3CCN(c4ccccc4F)CC3)ccc2NC1CSCc1ccccc1F (stereo unspecified),104,8,112,0,103,118,-170,109
Cc1cccc(N=C2SC(C)CN2C(=O)CN2C(=O)NC3(CCCC3)C2=O)c1 (stereo unspecified),89,-4,97,0,90,94,1,94
Cn1cnnc1Sc1ccc(C(=O)OCC(=O)NCC(F)(F)F)cc1[N+](=O)[O-],102,1,101,0,105,100,6,107
CCCCNC(=O)c1cc(C)nn1-c1ccccc1,92,3,93,0,95,102,2,97
CC1(C)CC(=O)C=C(Nc2ccc(F)cc2)C1,97,2,97,4,102,103,10,102
COc1ccc(NC(=O)C(=O)NCC2CCCN2S(=O)(=O)c2cc(C)ccc2C)cc1 (stereo unspecified),99,4,102,0,93,98,-3,105
Cc1ccc(NC(=O)NC2(C(=O)NCc3ccco3)CCCCC2)cc1,99,-3,91,2,/,104,-4,102
OCc1ccccc1OCCOc1ccc(Cl)c2cccnc12,99,-11,107,0,90,96,1,95
CCCC(=O)Nc1c2c(nn1-c1ccc(OC)cc1)CS(=O)(=O)C2,100,5,101,0,107,108,5,98
O=C(COC(=O)[C@@H]1CCCN1C(=O)c1cccs1)NCCc1ccccc1,98,9,99,3,90,98,21,100
COc1ccc(OCC(=O)Nc2c3c(nn2-c2ccc(OC)cc2)CS(=O)(=O)C3)cc1,96[may fluoresce green],-1,93[may fluoresce green],3,96[may fluoresce green],103[may fluoresce green],-9,104[may fluoresce green]
Cc1nn(CC(=O)NCc2ccc(C(=O)O)cc2)c(C)c1[N+](=O)[O-],96,1,92,0,106,91,-6,97
CC1Cc2ccccc2N1CC(=O)c1c(N)n(Cc2ccccc2)c(=O)n(C)c1=O (stereo unspecified),98,0,83,0,104,97,2,95
COCCCN1C(=O)c2ccc(C(=O)Nc3ccccc3Cl)cc2C1=O,101,1,99,0,95,102,8,95
Cc1ccc(S(=O)(=O)NCCC(c2ccccc2)c2ccccc2)cc1C(=O)O,106,-11,97,0,99,98,14,96
CN(C)/C=C/C(=C\C(=O)C(F)(F)F)Nc1ccc(C(F)(F)F)cc1,99,-5,102,4,97,93,8,88
COc1cccc(CN(C)C(=O)c2ccc3c(=O)n4c(nc3c2)CCC4)c1,99,-5,106,0,104,100,22,108
COc1cc(/C=N/NC(=O)CSc2ccccn2)ccc1OC(C)C,97,-3,110,5,103,103,12,106
CC(C)c1nc(SCc2ccccn2)c2c(=O)n(C)c(=O)n(C)c2n1,98,29,105,0,94,98,0,99
O=C(N/N=C/c1ccc2c(c1)OCO2)c1ccc2ccccc2n1,105,1,98,8,93,92,-6,90
COc1ccc(S(=O)(=O)Cc2ccc(C(=O)N3CCN(Cc4ccccc4)CC3)o2)cc1,104,14,100,1,111,109,8,107
CCCC(=O)Nc1nc(CC(=O)OCC)cs1,102,4,98,2,109,106,0,106
c1ccc(-c2cc(N3CCCCC3)ncn2)cc1,102,-13,104,4,103,106,0,106
COc1ccc2c(COC(=O)c3cccc(S(=O)(=O)NCC(C)C)c3)cc(=O)oc2c1,96,-7,90,2,98,96,-2,93
CCc1cc(=O)oc2cc(C)cc(OC(C)C(=O)NC3CC(C)(C)NC(C)(C)C3)c12 (stereo unspecified),96,-3,95,0,98,101,20,101
O=C(NC1CCCN(Cc2ccc(Cl)cc2)C1)c1ccoc1 (stereo unspecified),102,-2,98,0,102,101,12,96
c1coc(C2Nc3cccc4cccc(c34)N2)c1,95,5,103,1,103,100,1,101
CSCCC(NC(C)=O)C(=O)OCC(=O)N(c1ccccc1)c1ccccc1 (stereo unspecified),100,2,84,1,93,97,5,86
COc1cc(/C=C/C(=O)OCC(=O)NCc2ccco2)ccc1OCC#N,94,-18,98,1,95,100,-3,101
COc1ccc(CCNCc2c(OC)ccc3ccccc23)cc1OC,105,3,96,0,105,104,-15,97
COC(=O)c1ccc(/C=N/NC(=O)C2CC(=O)N(c3ccc(OC)cc3)C2)cc1 (stereo unspecified),104,-17,71,0,90,96,-5,86
COc1ccc2c(CN3CCN(S(=O)(=O)c4cccs4)CC3)cc(=O)oc2c1,93,-8,121,0,102,112,10,109
COc1ccc(CSc2nnnn2-c2ccccc2)cc1,96,6,104,4,94,103,7,97
Cc1ccccc1NC(=O)CN1C(=O)NC2(CCc3ccccc32)C1=O (stereo unspecified),94,-6,96,5,88,96,7,92
FC(F)(F)c1cccc(Sc2cc(C(F)(F)F)nc(-c3ccccn3)n2)c1,100,-20,112,2,104,139,-20,102
O=C(NNc1c([N+](=O)[O-])cc(C(F)(F)F)cc1[N+](=O)[O-])c1ccco1,95,8,99,3,130,109,-5,109
O=C(NCCS(=O)(=O)N1CCN(c2cccc(Cl)c2)CC1)c1ccco1,99,0,98,1,103,96,6,108
Cc1cccc(C)c1N(CC(=O)N1CCN(c2ccccc2F)CC1)S(C)(=O)=O,89,4,99,5,88,86,9,100
COc1ccccc1OCc1ccc(C(=O)Nc2ccncc2)o1,96,-4,100,2,97,99,-3,96
Cc1ccc2c(c1)S/C(=C/c1ccc[n+](C)c1)N2CCO,95,26,108,7,103,99,-87,101
CCOC(=O)N1CCN(S(=O)(=O)N(C)C)CC1,101,3,94,3,101,99,17,100
CCOC(=O)C1CCN(C(=O)c2ccc(Br)o2)CC1,102,1,102,0,96,101,6,96
Cc1ccc(-c2nc(CS(=O)CC(=O)NCCC(C)C)c(C)o2)cc1 (stereo unspecified),96,-1,104,0,121,92,-3,101
CC(C)c1ccc(C2CC(=O)N3CN(Cc4ccco4)CSC3=C2C#N)cc1 (stereo unspecified),102,2,108,3,100,99,3,108
CCCCN(C)CCNC(=O)C1CCCN(S(=O)(=O)c2cccc3nsnc23)C1 (stereo unspecified),96,-2,104,5,95,96,2,98
COc1ccc(N2C(=O)N[C@@H](Cc3ccccc3)C2=O)cc1OC,105,2,106,1,103,107,7,101
CCOc1ccccc1C(=O)NCC(=O)OCC(=O)N1CCCC1,104,6,105,3,113,106,7,109
Cc1ccc(S(=O)(=O)Nc2nc3ccccc3nc2N2CCN(c3ccccc3F)CC2)cc1,97,2,93,0,89,97,-3,94
CC(C)c1ccc(NC2=NCC(=O)N2Cc2cccs2)cc1,102,1,83,0,99,102,-4,96
CCOC(=O)c1c(C)sc2c1N(C(=O)CCl)c1cc(Cl)ccc1S2,106,3,110,4,99,100,17,113
O=C(CN1CCOc2ccccc21)NCc1ccc(Cl)cc1,98[may fluoresce violet],2,93[may fluoresce violet],1,?,172[may fluoresce violet],-18,20[may fluoresce violet]
CC1CC(C)(C)NC(=S)N1CC(=O)NCc1ccccc1Cl (stereo unspecified),107,7,101,0,92,101,9,102
COc1ccc(CN=C2NN=C(c3ccccc3)CS2)cc1,94,-7,97,1,93,99,12,99
CCC1CCCCN1CCCNC(=O)Cn1nc(-c2ccccc2)ccc1=O (stereo unspecified),100,-8,97,0,94,101,-6,95
CCN(CC(=O)NCCc1ccc(S(N)(=O)=O)cc1)Cc1nc2cc(OC)c(OC)cc2c(=O)[nH]1,95,0,98,0,95,100,20,96
COc1ccccc1Nc1nc(-c2sc(NC(=O)c3cccc(Cl)c3)nc2C)cs1,101,19,108,9,85,95,24,90
COc1ccc(C2(C)NC(=O)N(CC(=O)NC3CCCC3)C2=O)cc1OC (stereo unspecified),93,-2,100,0,86,97,18,94
Cc1cccc(-c2cccc(NC(=O)C3CCCN(C(=O)c4ocnc4C)C3)c2)c1 (stereo unspecified),100,-39,78,3,95,95,8,91

# The list goes on:
SMILES,RPL19A-GFP yeast,JMJD2C inh,LAP4 TOR yeast,GRK2 aptamer HTS,CIT2 TOR yeast,MEP2 TOR yeast,VLA-4 inh,AGP1-GFP MLPCN
CC1CC(CC(=O)NC(=S)Nc2ccccc2Cl)C(=O)O1 (stereo unspecified),94,-37,102,4,102,92,4,103
C=CCn1c(SCC(=O)NC2CC2)nnc1-c1ccccn1,103,4,73,3,114,102,-9,100
Cc1cccc(Nc2ccccc2C(=O)NCc2ccco2)c1C,95,2,102,0,96,97,0,96
CCOc1cccc(CN2CCN(c3cccc(C(F)(F)F)c3)CC2)c1O,97,-22,100,2,96,98,4,100
O=C(N/N=C/c1cn(-c2ccccc2)nc1-c1cc2ccccc2o1)c1ccccc1Br,103,-5,95,1,101,101,16,104
Cc1ccc(S(=O)(=O)CCC(=O)OCC(=O)NC(N)=O)cc1,97,-12,100,0,96,101,0,98
COc1cc(-c2nnc(NC(=O)C3=COCCO3)o2)cc(OC)c1OC,90,-16,92,0,99,99,-2,101
COc1ccc(OC)c(NC(=O)c2cccc(N3C(=O)C4C5CCC(C5)C4C3=O)c2)c1 (stereo unspecified),102,-4,94,0,100,103,-7,96
